Pol iota inh: inhibitors of human DNA polymerase iota; Potency, µM (series often up to 115 µM), without a hit: at the top dose activity, negative = inhibition, usual class: inhibitors; Pol iota fluorescent replication assay, 10 min; Q9UNA4; actives 1% (n = 390,000); also: potency is read from the fitted curve at half-maximal effect
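Pol iota at 10 nM preincubated 15 min with compounds at room temperature; reaction started with fluorescent substrate, 50 nM final. Fluorescence read kinetically at 0 and 10 min; buffer-only wells as negative control.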
APE1 inh: blocks human APE1 abasic DNA cleavage | P27695 | recombinant APE1, TAMRA/BHQ-2 abasic DNA cleavage fluorescence | Potency, µM (titrated, usually from 65.8 µM), for inactives: at the top dose activity change, negative = inhibition, usual class: inhibitors | actives 0.35% (n = 350,000);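 also: potency is read from the fitted curve at half-maximal effect; plate controls were vehicle for no effect and reference inhibitor for full effect; nearly all actives have a fitted effect of over 55% in size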
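Quantitative HTS: incision of a TAMRA/BHQ-2 double-stranded substrate bearing a tetrahydrofuran abasic site by 0.75 nM APE1 raises fluorescence. Substrate 50 nM final, added after 15 min compound preincubation at room temperature; progress as third-minus-first kinetic read difference.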
LDHA inh: inhibitors of human lactate dehydrogenase A; P00338; purified LDHA, NADH/diaphorase-resazurin fluorescence; stronger effect = lower value; activity change, % (values are at about 110 or 230 µM); actives 0.15% (n = 480,000); AID 1347041; in the data active = activity change below about -30%; inconclusive = mostly about -25% to -30%;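 also: plate controls were DMSO wells for no effect and wells without enzyme for full effect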
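Enzyme activity of human lactate dehydrogenase 5 (2 nM; 0.06 mM NADH, 0.2 mM pyruvate, 5 min, RT) is measured via a resazurin/diaphorase fluorescence readout of residual NADH.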
BLM inh: blocks DNA unwinding by human BLM helicase | actives 0.2% (n = 350,000) | recombinant BLM DNA unwinding, fluorescence dequenching | P54132 | Potency, µM (titrated, usually from 56.1 µM), without a hit: top-dose activity change, negative = inhibition, most hits filed as inhibitors | AID 2528;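 also: potency is read from the fitted curve at half-maximal effect; plate controls were vehicle for no effect and no enzyme for full effect; nearly all actives have a fitted effect of over 35% in size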
Apoferritin bind: binds horse apoferritin like a general anesthetic; apoferritin/1-aminoanthracene competitive binding, fluorescence; actives 0.074% (n = 350,000); Potency, µM (highest dose often 77.5 µM), without a hit: at the highest dose activity change, negative = displacement, usual class: inhibitors; P02791; also: potency is read from the fitted curve at half-maximal effect; % is scaled to controls: 0 for no effect and ±100 for the full control effect; nearly all actives have a fitted effect of over 20% in size
Target sequence (P02791 2-175 limits assumed): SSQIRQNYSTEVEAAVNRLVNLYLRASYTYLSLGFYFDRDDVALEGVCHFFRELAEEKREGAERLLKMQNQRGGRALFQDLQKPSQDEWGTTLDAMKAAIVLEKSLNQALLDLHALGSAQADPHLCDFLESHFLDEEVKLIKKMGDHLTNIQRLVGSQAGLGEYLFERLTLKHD
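Horse-spleen apoferritin (10 uM) in 50% saturated 1-aminoanthracene in PBS was incubated 10 min at room temperature with compound. Fluorescence (ex 380, em 535 nm) was normalized to free and bound 1-AMA, with concentration-response fitted by a four-parameter Hill equation.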
POLB inh: DNA polymerase beta (human) inhibition; P06746; Pol beta primer extension/strand displacement, fluorescence kinetic; Potency, µM (doses to about 114 µM), for inactives: at the highest dose activity change, negative = inhibition, usual class: inhibitors; actives 1.3% (n = 340,000); also: potency is read from the fitted curve at half-maximal effect; % is scaled to controls: 0 for no effect and ±100 for the full control effect
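Pol beta (10 nM) and compounds were preincubated 15 min at room temperature, then 50 nM substrate (final) started primer extension/strand displacement. Reads were taken at 0 and 10 min; concentration-response data were fitted to a four-parameter Hill equation.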
Pol kappa inh: blocks human DNA polymerase kappa activity | Q9UBT6 | purified Pol kappa, fluorescent DNA synthesis assay, 10 min | Potency, µM (highest dose often 107 µM), inactives show at the top dose activity, negative = inhibition, actives largely listed as inhibitors | actives 0.53% (n = 400,000) | AID 588579; also: potency is read from the fitted curve at half-maximal effect; % is scaled to controls: 0 for no effect and ±100 for the full control effect
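Fluorescent qHTS in 1536-well format: enzyme (10 nM) and compound sat 15 min at room temperature before 50 nM substrate (final) was added. Signal taken at 0 and 10 min; no-enzyme buffer wells were negative controls.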
Glioma ERSR ind: ER stress response induction in glioma; actives 0.02% (n = 420,000); U87-MG GRP78 promoter luciferase reporter, 16 h; AID 602332; Potency, µM, for inactives: at the highest dose activation, actives largely listed as activators; also: potency is read from the fitted curve at half-maximal effect; series mostly up to about 76 µM; % of control where 0% means no effect; nearly all actives have a fitted effect of over 35% in size
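ERSR induction read as luciferase luminescence (Bright-Glo, 10 min at room temperature) in stably transfected human U87-MG glioma cells exposed to compounds for 16 h, using GRP78 as sensor.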
POLH inh: DNA polymerase eta (human) inhibition | Potency, µM (top dose mostly 114 µM), for inactives: at the top dose activity change, negative = inhibition, hits mostly inhibitors | actives 1.2% (n = 390,000) | Q9Y253 | recombinant Pol eta, fluorescent DNA replication assay; also: potency is read from the fitted curve at half-maximal effect; % is scaled to controls: 0 for no effect and ±100 for the full control effect
Target sequence (Q9Y253 whole entry, looked up): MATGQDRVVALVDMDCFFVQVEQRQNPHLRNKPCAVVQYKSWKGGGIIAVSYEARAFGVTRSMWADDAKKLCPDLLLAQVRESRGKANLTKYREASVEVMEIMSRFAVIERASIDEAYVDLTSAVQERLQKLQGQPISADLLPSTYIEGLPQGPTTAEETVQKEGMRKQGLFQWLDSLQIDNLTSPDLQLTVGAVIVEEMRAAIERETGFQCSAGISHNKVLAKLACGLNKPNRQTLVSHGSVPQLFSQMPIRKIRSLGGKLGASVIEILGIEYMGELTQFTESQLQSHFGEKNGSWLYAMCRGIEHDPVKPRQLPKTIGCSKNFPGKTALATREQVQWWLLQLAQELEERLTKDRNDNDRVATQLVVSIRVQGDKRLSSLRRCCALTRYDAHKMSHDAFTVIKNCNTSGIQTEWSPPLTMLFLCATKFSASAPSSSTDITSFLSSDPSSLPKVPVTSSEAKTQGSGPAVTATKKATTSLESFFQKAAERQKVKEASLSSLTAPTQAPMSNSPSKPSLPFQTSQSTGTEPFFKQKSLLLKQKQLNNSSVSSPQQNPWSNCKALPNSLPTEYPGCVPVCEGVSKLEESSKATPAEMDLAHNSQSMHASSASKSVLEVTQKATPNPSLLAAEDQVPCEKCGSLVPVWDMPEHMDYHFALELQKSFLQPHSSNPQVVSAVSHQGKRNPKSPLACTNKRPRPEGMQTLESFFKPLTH
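Fluorescent replication assay: 50 nM final substrate added after a 15 min room-temperature compound preincubation with 10 nM enzyme. Signal taken at 0 min and again at 10 min.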
Starred values were filed as active, the others as inactive; u = inconclusive; x = no result given; & = joins results of further samples; [ ] = dose if it differs, or a comment. Unless noted, calls follow the shape of the dose curve; as a rule, active = well fitted curve in the direction sought with a large enough effect; inconclusive = small, poorly fitted or top-dose-only effect, or another doubt; inactive = no such curve, though single readings can be large; an effect the other way counts as inactive or inconclusive. Only part of the results is shown; count on the stated rates, not on these rows.

smiles | Pol iota inh | APE1 inh | LDHA inh | BLM inh | Apoferritin bind | POLB inh | Pol kappa inh | Glioma ERSR ind | POLH inh
COc1ccccc1C(=O)Nc1ccc(Nc2ccccc2)cc1 | 33%[activator] | x | -3 | x | x | x | 3% | -7% | -17%
Cc1ccc(C(=O)NCCCn2ccnc2)cc1C | 27% | x | -2 | x | x | x | -3% | -2% | -22%
CC[C@H](C)[C@H](NC(=O)[C@H](Cc1ccc(O)cc1)NC(=O)CNC(=O)[C@@H]1CCCN1C(=O)[C@H](CC(=O)O)NC(=O)[C@@H](N)CS)C(=O)NCC(=O)N[C@@H](CO)C(=O)N[C@@H](CCCN=C(N)N)C(N)=O | x | 0% | x | 1% | -5% | x | 9%[60.1 µM] | -3% | x
Cc1csc(=O)n1CCC(=O)OCC(=O)c1c(N)n(C)c(=O)n(C)c1=O | 22% | -11% | -3 | x | x | x | u | -4% | -12%
O=[N+]([O-])c1ccc(Cl)cc1NCCCN1CCOCC1 | -10% | -2% | 0 | 3% | u | -1% | -1% | -2% | -6%
O=C(O)/C=C/c1cn(-c2ccccc2)nc1-c1cc2ccccc2o1 | 3% | 3% | -4 | -5% | -3% | -1% | -16% | -5% | 14%
N#C/C(=C(/O)C(Cl)c1ccccc1)c1nc2ccccc2s1 (configuration not stated) | u | 2% | 0 | -5% | -8% | u | 2% | -6% | 2%
CCOc1ccc(NC(=O)CCc2nc3cccnc3n2-c2ccccc2)cc1 | 35%[activator] | x | 0 | -13% | -11% | 13% | -9% | -4% | -19%
COc1ccc(N2CCN(C(=O)CCC(=O)N3CC(C)Oc4ccc(C)cc43)CC2)cc1 (configuration not stated) | -13% | 36% | -1 | -1% | -10% | 1% | -8% | -3% | -5%
Cc1nnc(SCC(=O)Nc2ccc(N(C)C)cc2)n(N)c1=O | 113%[activator] | -5% | 1 | 0% | -3% | 10% | -9% | -3% | 0%
Cc1nc(NC(=O)CC(C)C)sc1-c1csc(Nc2ccc(Cl)cc2Cl)n1 | u | -12% | -1 | 4% | -13% | 7% | -16% | 9% | -18%
CCOCCCn1c(=N)c(S(=O)(=O)c2ccc(C)cc2)cc2c(=O)n3ccccc3nc21 | 10% | x | -4 | -4% | 37%[activator] | 29% | -8% | -1% | -7%
CCC(C)NC(=O)Cn1c(=O)n(CCCC(=O)NCc2ccccc2Cl)c(=O)c2ccccc21 (configuration not stated) | -12% | -8% | -7 | 1% | -8% | 1% | 5% | -3% | -12%
O=C(O)c1ccc(-c2noc(-c3ccccc3C(F)(F)F)n2)cc1 | -16% | x | -5 | x | x | x | 4% | -1% | 5%
COc1cc(/C=C/C(=O)OCC(=O)Nc2nnc(-c3ccccc3)o2)cc(OC)c1OC | 17% | -8% | -1 | x | x | x | -10% | -4% | -16%
O=C(c1c[nH]c2ccc(S(=O)(=O)N3CCOCC3)cc2c1=O)N1CCCC1 | 3% | -4% | -9 | 2% | -5% | 4% | 0% | 1% | -11%
Cc1ccc(N(C(=O)c2csnn2)C(C(=O)NCc2ccccc2)c2ccccn2)cc1 (configuration not stated) | 66%[activator] | -7% | -11 | 1% | -12% | 53% | -4% | 0% | 0%
O=c1c2ccccc2cnn1CCOc1ccccc1 | 25% | -1% | -4 | 0% | 2% | 29% | -2% | -13% | -16%
CCCn1c(C(C)C)n[nH]c1=S | 0% | -2% | -5 | 2% | -5% | 15% | -5% | -3% | 10%
CCSc1nnc(C)c2ccccc12 | 6% | -2% | -2 | 1% | -15% | 21% | -4% | -3% | -15%
O=C(NCc1ccccn1)c1nn(-c2ccccc2F)nc1CO | -4% | x | -4 | 2% | -5% | 30% | -21% | -4% | -3%
CCCN1Cc2cccc(C(=O)Nc3ccc4c(c3)OCO4)c2C1=O | 12% | 2% | -2 | -2% | 0% | 1% | -21% | -6% | 1%
O=C(COC(=O)c1ccc(S(=O)(=O)Nc2ccccc2)cc1)NC1CCCC1 | -1% | -1% | -7 | -1% | -10% | 13% | -15% | 0% | -1%
CCOC(=O)c1cnc2c(C)c(Cl)ccc2c1N1CCOCC1 | -16% | -4% | 0 | -2% | -7% | 27% | 2% | -3% | -9%
O=C(CCn1nnc2ccccc21)OCC(=O)c1ccc([N+](=O)[O-])cc1 | 8% | 39%[activator][12.4 µM] | -4 | 0% | -1% | 0% | 3% | 0% | -20%
COc1cccc(C(C2=C(O)CC(C)(C)CC2=O)C2C(=O)CC(C)(C)CC2=O)c1 (configuration not stated) | 32%[activator] | 1% | -4 | 5% | -9% | 0% | u | -3% | 5%
Cc1nc2ccccc2c(=O)n1NC(=O)c1ccccc1F | -28% | 62%[activator] | -11 | -3% | 6% | -4% | -6% | -3% | -6%
CCOC(=O)C(C)(C)Oc1cccc2c1S(=O)(=O)c1ccccc1-2 | -9%[58.9 µM] | x | 0 | x | x | x | -7% | 0% | -17%
Nc1ncc2c(n1)CCN(c1ccc([N+](=O)[O-])cc1)C2 | 23% | 12% | -4 | 0% | -16% | 17% | -15% | -2% | 3%
COc1ccc(Cn2c(SCC(=O)NCc3ccccc3)nc3ccccc32)cc1 | 5% | x | -8 | -3% | 319%[activator] | 1% | -12%[60.1 µM] | -2% | -5%

An excerpt of these results, with values under each structure:
Values run as follows: Pol iota inh | APE1 inh | LDHA inh | BLM inh | Apoferritin bind | POLB inh | Pol kappa inh | Glioma ERSR ind | POLH inh
- Cc1nnc(SCC(=O)Nc2ccc(N(C)C)cc2)n(N)c1=O
→ 113%[activator] | -5% | 1 | 0% | -3% | 10% | -9% | -3% | 0%
- Cc1nc(NC(=O)CC(C)C)sc1-c1csc(Nc2ccc(Cl)cc2Cl)n1
→ u | -12% | -1 | 4% | -13% | 7% | -16% | 9% | -18%
- CCOCCCn1c(=N)c(S(=O)(=O)c2ccc(C)cc2)cc2c(=O)n3ccccc3nc21
→ 10% | x | -4 | -4% | 37%[activator] | 29% | -8% | -1% | -7%
- CCC(C)NC(=O)Cn1c(=O)n(CCCC(=O)NCc2ccccc2Cl)c(=O)c2ccccc21 (configuration not stated)
→ -12% | -8% | -7 | 1% | -8% | 1% | 5% | -3% | -12%
- O=C(O)c1ccc(-c2noc(-c3ccccc3C(F)(F)F)n2)cc1
→ -16% | x | -5 | x | x | x | 4% | -1% | 5%
- COc1cc(/C=C/C(=O)OCC(=O)Nc2nnc(-c3ccccc3)o2)cc(OC)c1OC
→ 17% | -8% | -1 | x | x | x | -10% | -4% | -16%
- O=C(c1c[nH]c2ccc(S(=O)(=O)N3CCOCC3)cc2c1=O)N1CCCC1
→ 3% | -4% | -9 | 2% | -5% | 4% | 0% | 1% | -11%
- Cc1ccc(N(C(=O)c2csnn2)C(C(=O)NCc2ccccc2)c2ccccn2)cc1 (configuration not stated)
→ 66%[activator] | -7% | -11 | 1% | -12% | 53% | -4% | 0% | 0%
- O=c1c2ccccc2cnn1CCOc1ccccc1
→ 25% | -1% | -4 | 0% | 2% | 29% | -2% | -13% | -16%
- CCCn1c(C(C)C)n[nH]c1=S
→ 0% | -2% | -5 | 2% | -5% | 15% | -5% | -3% | 10%
- CCSc1nnc(C)c2ccccc12
→ 6% | -2% | -2 | 1% | -15% | 21% | -4% | -3% | -15%
- O=C(NCc1ccccn1)c1nn(-c2ccccc2F)nc1CO
→ -4% | x | -4 | 2% | -5% | 30% | -21% | -4% | -3%

(further entries)
smiles | Pol iota inh | APE1 inh | LDHA inh | BLM inh | Apoferritin bind | POLB inh | Pol kappa inh | Glioma ERSR ind | POLH inh
CCN(CC)C(=O)COC(=O)C1CCN(S(=O)(=O)c2ccc3c(c2)OCCO3)CC1 | 6% | 19% | -6 | x | x | x | 8% | -1% | -1%
Nc1c(C(=O)Nc2ccccc2F)sc2nc(Cc3ccccc3)cc(C(F)(F)F)c12 | 54%[activator] | 17% | -10 | -2% | -4% | 10% | -2% | -3% | -14%
N#Cc1cc([N+](=O)[O-])ccc1NCCN1CCOCC1 | 59%[activator] | 0% | -16 | -6% | -18% | 1% | -8% | -4% | -12%
COc1ccc(-c2cc(C(=O)N3CCCCCC3)no2)cc1 | -10% | 34%[12.4 µM] | -1 | -2% | -1% | 4% | -1% | -8% | -6%
O=C(CSc1nc2ccccc2c(=O)[nH]1)NCc1ccc(Cl)cc1 | -5% | 6% | -8 | -2% | 0% | 4% | 0% | -2% | 8%
Cc1ccccc1N(Cc1cc(=O)[nH]c2ccccc12)C(=O)C(C)C | 34%[activator] | 29% | -7&3 | 3% | -13% | -7% | -4% | 0% | -2%
Cc1c(Cl)cccc1NC(=O)CCN1CCCCC1 | 4% | 9% | -4 | 3% | -6% | 0% | -4% | -3% | -7%
Clc1ccc2nc(-c3ccccc3)[nH]c2c1 | x | u | x | -12% | x | x | -5%[19.4 µM] | -5% | x
CCOc1ccc(-c2nnc(SCC(=O)Oc3ccccc3)o2)cc1 | 11% | x | -8 | -2% | -12% | 0% | 0% | -11% | -11%
O=c1c2ccccc2cnn1Cc1n[nH]c(=S)n1-c1ccccc1 | 8% | 5% | -1 | -2% | 4% | 39% | -14% | -4% | -14%
COc1ccc(CCNC(=O)c2cc(-c3ccc(Cl)cc3)on2)cc1OC | 4% | x | -15 | -11% | 4% | 30% | -5% | -1% | 1%
CS(=O)(=O)N(CC(=O)Nc1ccc(S(=O)(=O)N2CCOCC2)cc1)c1ccccc1Cl | 91%[activator] | 1% | -11 | -2% | -10% | -2% | -9% | -1% | -4%
Cc1noc(C)c1CSc1nc2ccccc2n1CCc1ccccc1 | u | 5% | -2 | -6% | -3% | 11% | -9% | 3% | -21%
O=C(CN(C(=O)CCC(=O)Nc1ccccn1)c1ccc(F)cc1)NCc1ccc(F)cc1 | 74%[activator] | -15% | -4 | -4% | 2% | 33% | 7% | 8% | -12%
COc1ccc(NC(=S)N2CCN(c3ccccn3)CC2)cc1 | 21% | 1% | -2 | -1% | -5% | -9% | -6% | -1% | -27%

Screening results from PubChem.
